TMEM16A inh: blocks the mouse calcium-activated chloride channel TMEM16A. 1.2% of 310,000 active. Q8BHY3. normalized B-score (activity score, 25-100; higher = stronger inhibition) at 10 µM. HEK293 TMEM16A/YFP iodide influx fluorescence, ionomycin;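 active = ratio plate-corrected score three or more library SD toward inhibition, starting fluorescence score within five deviations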;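 note: score derived from kinetic fluorescence span divided by baseline fluorescence per well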
KCNQ1 block: inhibitors of human KCNQ1 potassium channel | P51787 | CHO-K1 KCNQ1, FluxOR thallium flux fluorescence; active compounds read high | 1.3% of 310,000 active | B-score at 10 µM;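 active = compounds whose thallium flux B-score, printed positive for inhibition, exceeds three library SD while starting fluorescence stays within three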;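 note: channel opened by potassium depolarization with thallium stimulus after 20 min compound exposure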
KCNK3 block: human KCNK3 channel inhibition, primary screen; O14649; CHO-KCNK3 thallium flux, FluxOR fluorescence; active compounds read low; B-score at 10 µM; 0.84% of 340,000 active; AID 602410;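 active = B-score under library mean minus 4 SD, starting fluorescence ratio at most library mean plus 5 SD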;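 note: more negative B-score means stronger inhibition of thallium flux through KCNK3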
Target sequence (O14649 whole entry, looked up): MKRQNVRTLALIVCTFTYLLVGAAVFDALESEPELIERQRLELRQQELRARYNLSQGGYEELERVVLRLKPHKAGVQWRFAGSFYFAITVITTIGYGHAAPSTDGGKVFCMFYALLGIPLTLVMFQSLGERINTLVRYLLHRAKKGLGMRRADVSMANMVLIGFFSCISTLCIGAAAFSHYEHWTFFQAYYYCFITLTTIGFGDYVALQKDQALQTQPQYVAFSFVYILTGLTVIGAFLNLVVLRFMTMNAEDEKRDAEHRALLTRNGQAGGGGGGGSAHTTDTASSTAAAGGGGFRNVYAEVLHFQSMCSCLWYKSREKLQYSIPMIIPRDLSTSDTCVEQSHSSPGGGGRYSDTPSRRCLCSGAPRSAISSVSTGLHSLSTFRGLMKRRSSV
HDAC3 inh: human HDAC3 inhibition. O15379. recombinant HDAC3, fluorogenic peptide/trypsin coupled, fluorescence. inhibition, % at 8.3 µM. 0.15% of 320,000 active. AID 2718; in the data active = inhibition above about 26%, passing the limit was not always enough; inconclusive = no clear call, values can overlap the other calls
hERG rescue: hERG (human) protection from proarrhythmic block. Q12809. CHO-hERG, FluxOR thallium flux, dofetilide IC70 present. activation (rescue from dofetilide block), less the hit threshold, % at 10 µM. 0.51% of 310,000 active;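 active = activation above the mean of controls blocked by dofetilide plus 5 SD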;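 note: thallium influx through hERG after potassium depolarization seen as dye fluorescence rise; in these data hits start at about 4.7%; inactives centre near -7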
ANO1 activ: activators or potentiators of mouse TMEM16A chloride channel; Q8BHY3; HEK293 TMEM16A/YFP-H148Q/I152L, iodide quench fluorescence; active compounds read low; B-score at 10 µM; 0.3% of 340,000 active;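 active = fluorescence-ratio B-score plate-corrected deviation score at least 3 library SD below zero, with starting fluorescence score within 5 deviations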;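 note: channel opened by trigger with iodide after compound preincubation; score built on the fluorescence ratio of max minus min over baseline; more negative score means more quench and so TMEM16A activation or potentiation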
KCNQ1 act: potentiates or activates the human KCNQ1 potassium channel. P51787. CHO-K1 KCNQ1, thallium flux FluxOR fluorescence; active compounds read high. B-score at 10 µM. 0.35% of 310,000 active. AID 2648;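 active = fluorescence ratio B-score, a plate-corrected score, at least three library SD, with initial intensity B-score within 5 SD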
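System: Stable KCNQ1 CHO-K1 line | Incubation: 90 min dye loading and 20 min compound exposure, both at room temperature | Measure: Ratio B score | Medium: Assay buffer for compound exposure, DMSO matched across wells | Compound dosing: Single-concentration screen | Probe or stimulus: K+/Tl+ depolarizing stimulus | Measured by: Kinetic FluxOR fluorescence, 10 s baseline plus 110 s post-stimulus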
RGS4 pot: RGS4 potentiation or activation. HEK293 M3R/inducible RGS4, carbachol calcium flux Fluo4; active compounds read low. B-score at 10 µM. 0.92% of 310,000 active. AID 463111;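 active = B-score of the integrated calcium signal more than 4 SD below the library mean, with starting fluorescence not abnormally high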;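 note: negative B-score means reduced calcium response which marks RGS4 activation or potentiation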
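Test system: HEK293 cells with stable M3R and inducible RGS4; also added: carbachol at ECmax as muscarinic agonist stimulus; schedule: dye loading 30 min 37 °C, buffer rest 30 min RT; technique: kinetic calcium fluorescence imaging with Fluo4-AM dye, 2 µM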
RGS4 inh: inhibitors of human RGS4 | 0.45% of 310,000 active | HEK293 M3R/RGS4 inducible, Fluo-4 calcium flux; active compounds read high; triggered by carbachol at its EC20 | AID 463165 | B-score at 10 µM | P49798;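 active = B-score, a plate-corrected calcium signal, over three deviations above library mean, with baseline fluorescence within five deviations of library mean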;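 note: RGS4 expression induced by doxycycline in cells with stable M3 receptor; B-score is computed from the integrated fluorescence ratio over baseline after carbachol; higher B-score means a larger calcium signal and so more RGS4 inhibition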
Target sequence (P49798 whole entry, looked up): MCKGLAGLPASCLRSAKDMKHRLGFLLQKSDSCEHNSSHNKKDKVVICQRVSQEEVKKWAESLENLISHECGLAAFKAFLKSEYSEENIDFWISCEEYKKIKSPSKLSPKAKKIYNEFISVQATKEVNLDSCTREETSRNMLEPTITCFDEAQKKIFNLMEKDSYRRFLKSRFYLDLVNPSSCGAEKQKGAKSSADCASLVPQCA
SKKanGAS inh: SKKanGAS growth inhibition | S. pyogenes SKKanGAS, kanamycin growth, BacTiter-Glo, 6 h | inhibition, % at 7.5 µM | 1.3% of 300,000 active;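 active = mean replicate score, as percent of positive control median, at least 50; inconclusive = mean below 50 but one replicate at or above 50; inactive = mean and every replicate below 50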;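 note: strain carries kanamycin resistance gene driven by streptokinase promoter and grows in 40 µg/ml kanamycin; loss of luminescence reflects streptokinase promoter inhibition or plain growth inhibition; 0% = median of DMSO wells and 100% = positive control at its reference dose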
KCNK9 block: human KCNK9 channel inhibition. Q9NPC2. HEK293 KCNK9, FluxOR thallium flux fluorescence; active compounds read low. B-score at 10 µM. 1.2% of 310,000 active;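 active = ratio B-score over 3 SD below the library mean, with starting fluorescence within 5 SD of its mean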;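 note: negative B-score means less thallium flux so channel inhibition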
Target sequence (Q9NPC2 whole entry, looked up): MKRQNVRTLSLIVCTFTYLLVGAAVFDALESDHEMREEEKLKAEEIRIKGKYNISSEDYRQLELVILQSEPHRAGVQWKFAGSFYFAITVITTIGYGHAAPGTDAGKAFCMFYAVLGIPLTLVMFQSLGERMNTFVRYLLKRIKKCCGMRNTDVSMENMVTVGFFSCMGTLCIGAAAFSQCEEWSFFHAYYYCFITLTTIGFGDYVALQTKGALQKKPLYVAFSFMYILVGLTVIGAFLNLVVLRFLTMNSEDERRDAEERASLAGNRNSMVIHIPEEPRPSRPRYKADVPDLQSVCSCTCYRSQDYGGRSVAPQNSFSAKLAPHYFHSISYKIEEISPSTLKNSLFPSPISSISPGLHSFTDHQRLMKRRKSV
The depositor's hits bear a star; i = inactive; u = inconclusive; x = no result given.

SMILES	TMEM16A inh	KCNQ1 block	KCNK3 block	HDAC3 inh	hERG rescue	ANO1 activ	KCNQ1 act	RGS4 pot	RGS4 inh	SKKanGAS inh	KCNK9 block
CCCCNc1c(N)n(CC(C)C)c(=O)[nH]c1=O	i	i	i	-0.3	-8.4	i	i	i	i	0.3	i
COC(=O)c1cccc(-n2cnnn2)c1	i	i	i	-3.6	-7.7	i	i	i	i	-23.5	i
COC(=O)n1c(=O)oc2cc(S(=O)(=O)N3CCCCC3)ccc21	i	i	i	-10.3	-4.7	i	i	i	i	1.0	i
Cc1cc(=O)[nH]c(N/N=C/c2ccccn2)n1	i	i	i	3.3	-3.5	i	i	i	i	-0.4	i
CCc1ccc2oc(C(=O)Nc3nonc3CC)c(C)c2c1	i	i	i	x	-6.0	i	i	i	i	-11.5	i
CCOc1ccc(S(=O)(=O)NC(Cc2cnc[nH]2)C(=O)O)cc1 (configuration not stated)	i	i	i	6.1	-5.4	i	i	i	i	-3.1	i
Cc1cc(N2CCN(c3ccccn3)CC2)n2c(nc3ccccc32)c1C#N	x	i	i	x	-5.5	i	i	i	i	-4.5	i
COc1ccc2c(c1)CCc1cc(C(=O)O)sc1-2	i	i	i	-209.8	-11.8	i	i	i	i	-0.3	i
O=C(Nc1ccccc1N1CCOCC1)c1ccc2c(c1)OCO2	i	i	i	-12.4	-10.5	i	i	i	i	10.5	i
O=C1C(=O)N(Cc2ccncc2)C(c2ccccc2F)/C1=C(\O)c1ccc2c(c1)OCCO2 (configuration not stated)	i	i	i	-0.1	-5.5	i	i	i	i	4.7	i
Cc1noc(C)c1C(=O)NNc1cc(Cl)ccc1Cl	i	i	i	2.4	-3.6	i	i	i	i	-3.4	i
c1ccc(C2CC(c3ccccc3)C(c3ccccc3)N2)cc1 (configuration not stated)	i	i	i	-0.6	-6.5	i	i	i	i	19.7	i
Cc1ccccc1NC(=S)N(Cc1cccnc1)Cc1ccco1	i	i	i	6.9	-5.0	i	i	i	i	1.7	i
COc1ccc(-c2cc(C(=O)N/N=C/c3sccc3C)c3ccccc3n2)c(OC)c1	i	i	i	5.2	-12.8	i	i	i	i	8.6	i
O=C(NCC(c1ccco1)N1CCCC1)c1ccccc1F (configuration not stated)	i	i	i	4.1	-8.1	i	i	i	i	1.4	i
COc1ccc(/C=N/n2cnnc2)cc1COc1ccccn1	i	i	i	2.8	-10.3	i	i	i	i	0.0	i
O=C(NC(=S)N1CCc2ccccc21)c1ccccc1	i	i	i	6.1	24.0*	i	i	i	i	2.4	i
CCCCSc1nnc(-c2cc(Br)ccc2N)c(=O)[nH]1	i	i	i	5.3	-7.2	i	i	i	i	2.6	i
COc1ccc(N(C(=O)c2ccco2)C(C(=O)NC2CCCC2)c2ccncc2)cc1 (configuration not stated)	i	i	i	-7.5	-5.3	i	i	i	i	2.0	i
O=C(OCc1nnc(-c2ccccc2)o1)c1ccc2c(c1)OCO2	i	i	i	-2.8	-4.4	i	i	i	i	9.9	i
COC(=O)c1c(C(=O)OC)c(-c2cccc(Cl)c2)n2c1CS(=O)(=O)C2	i	i	i	4.8	-1.4	i	i	i	i	4.6	i
CCOc1cc(/C=N/NC(=O)CN2CCCCC2)ccc1OCc1ccccc1	i	i	i	7.0	-9.8	i	i	i	i	12.3	i
CC1(C)Cc2cccc(Oc3ccc(S(=O)(=O)N4CCCC4)cn3)c2O1	i	i	i	-4.3	-4.5	i	i	i	i	2.1	i
Cc1cc(C)n2[nH]c(=O)c(N=Nc3cccc(Cl)c3)c2n1	i	i	i	0.3	-7.5	i	i	i	i	8.7	i
Cc1c(C)c2ccc(O[C@@H]3O[C@H](CO)[C@H](O)[C@H](O)[C@H]3O)cc2oc1=O	i	i	i	-42.0	-3.0	i	i	i	i	5.1	i
N#C/C(=C\c1ccc(F)c(Br)c1)C(=O)NC1CC1	i	i	i	1.9	-10.9	i	i	i	i	3.2	i
CC1CCCC(NC(=O)CCNC(=O)c2ccc([N+](=O)[O-])cc2)C1C (configuration not stated)	i	i	i	-4.6	-5.3	i	i	i	i	1.7	i
CC(Oc1ccc(-c2ccccc2)c(F)c1)c1ccn(S(=O)(=O)c2ccc(F)cc2)n1 (configuration not stated)	i	i	-11.8*	-0.8	-14.2	i	i	i	i	5.8	-10.3*
CC(=O)Nc1cc(C(=O)N2CCc3ccccc3C2)ccc1Sc1ccc(Cl)cc1	i	i	i	10.6	-11.9	i	i	-8.04*	i	15.9	i
CCOC(=O)c1ccc(Nc2nc(=O)c3cccnc3s2)cc1	i	i	i	3.3	-9.7	i	i	i	i	17.6	i
CCCCc1nc(SCCOC)c2c(=O)n(C)c(=O)n(C)c2n1	i	i	i	1.0	-12.3	i	i	i	i	0.0	i
COc1ccc(CC(CC(=O)O)C(=O)Nc2ccccc2)cc1 (configuration not stated)	i	i	i	5.8	-5.6	i	i	i	i	-1.7	i
O=S(=O)(c1ccc2oc3ccccc3c2c1)N1CCCC1	i	i	i	2.1	-0.9	i	i	i	i	-4.8	i
C=CCSc1nc2ccsc2c(=O)n1-c1ccccc1	i	i	i	1.8	-8.4	i	i	i	i	5.8	i
CCn1cc(C(=O)O)c(=O)c2cc(F)c(N3CCN(C(=S)NC(=O)c4ccccc4Br)CC3)cc21	i	i	i	12.3	-7.4	i	i	i	i	35.4	i
CCNc1nc(NC(C)(C)C)nc(N(C#N)CC)n1	i	i	i	6.3	-12.8	i	i	i	i	4.3	i
CN(CC1CCCN(CCc2ccc(F)cc2)C1)C(=O)CCC(F)(F)F (configuration not stated)	i	i	i	-0.3	0.5	i	i	i	i	-4.3	i
Cc1ccc(C)c(Cn2c(CN(C)Cc3ccccc3)nc3c2c(=O)n(C)c(=O)n3C)c1	i	i	i	-8.7	-17.0	i	i	i	i	-3.3	i
O=C(CSc1ccccc1C(=O)O)NC1CCCCCC1	i	i	i	-5.2	-10.8	i	i	i	i	-4.2	i
Cc1ccc(SCCNC(=S)Nc2ccc(C)cc2C)cc1	i	i	i	-4.9	0.2	i	i	i	i	-4.0	i
Cc1ccc(S(=O)(=O)N2CCN(C(=O)CSc3nnc(-c4ccco4)o3)CC2)cc1	i	i	i	4.0	-9.9	i	i	i	i	-6.3	i
CC(NC(=O)c1csc2ccccc12)C1CCCO1 (configuration not stated)	i	i	i	1.2	-10.8	i	i	i	i	-0.3	i
CCOc1ccc(NS(=O)(=O)c2ccc(C(=O)NCC(c3ccco3)N(C)C)cc2)cc1 (configuration not stated)	i	i	i	4.9	-17.4	i	i	i	i	5.3	i
Cc1c(N)cccc1-c1nc2ccccc2[nH]1	i	i	i	-7.4	-6.9	i	i	i	i	-3.8	i
O=C(Cc1cccs1)NCCSc1c(-c2ccc(Cl)cc2)[nH]c2ccccc12	i	19*	-14.4*	x	-16.9	i	i	i	i	31.3	-13.8*
FC(F)(F)c1cccc(NC(=S)N2CCCC2)c1	i	i	i	-5.9	-6.6	i	i	i	i	u	i
CCC/C=C(\CCC)C(NC(=O)Cc1ccccc1)c1ccc(C(=O)OC)cc1 (configuration not stated)	i	i	i	12.3	-18.8	i	i	i	i	5.4	-13.9*
Oc1ccc(N=Nc2ccc3ccccc3c2)cc1	i	i	i	4.4	-6.4	i	i	i	i	23.7	i
CC1CC(C)CN(S(=O)(=O)c2cccc(C(=O)N3C(=O)c4cccc(N)c4C3=O)c2)C1 (configuration not stated)	i	i	i	0.9	-8.5	i	i	i	i	1.9	i
Cc1cc(Br)ccc1NC(=S)Nc1cccc([N+](=O)[O-])c1	100*	10*	i	-1.8	-18.3	i	i	i	i	1.7	i
(further entries)
SMILES	TMEM16A inh	KCNQ1 block	KCNK3 block	HDAC3 inh	hERG rescue	ANO1 activ	KCNQ1 act	RGS4 pot	RGS4 inh	SKKanGAS inh	KCNK9 block
CCOC(=O)/C=C/C(=O)Nc1ccccc1C(=O)NC1CCCCC1	i	i	i	-5.6	-10.4	i	i	i	i	-6.9	i
COc1ccc(/C=C/c2nc(S(=O)(=O)c3ccccc3)c(N(C)C)o2)cc1OC	i	i	i	-3.9	-5.3	i	i	i	i	-0.4	i
CN(C)C(CNC(=O)c1cc(S(=O)(=O)N(C)Cc2ccccc2)ccc1Cl)c1ccco1 (configuration not stated)	i	i	i	3.2	-20.2	i	i	i	i	5.7	i
OC(CN1CCN(c2ccccc2)CC1)c1c[nH]c2ccccc12 (configuration not stated)	i	i	i	-5.4	-3.0	i	i	i	i	-10.7	i
COC(=O)c1cn(C(=O)c2cc(C)cc(C)c2)c2ccccc12	i	i	i	5.7	-6.7	i	i	i	i	1.2	i
O=C(O)CN1C(=O)/C(=C2\SC(=S)N(C(Cc3ccccc3)C(=O)O)C2=O)c2ccccc21 (configuration not stated)	i	i	i	12.3	0.8	i	i	i	i	-2.5	i
CCNC(=O)Nc1ccc(OC)cc1OC	i	i	i	0.5	-10.9	i	i	i	i	-0.5	i
CCCC12CN3CC(CCC)(CN(C1)C3c1ccco1)C2=O (configuration not stated)	i	i	i	3.7	-8.6	i	i	i	i	-4.1	i
CC(C)(C)SCCNC(=O)/C=C/c1ccccc1	i	i	i	2.2	-3.2	i	i	i	i	0.7	i
CCOc1cc(CN2CCc3c([nH]c4ccccc34)C2)ccc1OC	i	i	i	-2.7	-8.2	i	i	i	i	-3.2	i
COc1ccc(Cl)cc1NC(=O)c1cnc2n(c1=O)CCS2	i	i	i	-4.5	-7.5	i	i	i	i	-2.2	i
CCn1cc(C(=O)N[C@@H](C)C(=O)NCCO)c(=O)c2cc3c(cc21)OCO3	i	i	i	3.5	-4.7	i	i	i	i	-0.2	i
CC1CCCN(S(=O)(=O)c2ccc(Cl)s2)C1 (configuration not stated)	i	i	i	2.5	-6.4	i	i	i	i	-0.2	i
Cc1ccc(/C=C/C(=O)NCCc2cccc(Cl)c2)o1	i	i	i	2.7	-1.1	i	i	i	6.88*	-2.8	i
CC(C)C(NS(=O)(=O)c1cc(C(=O)O)ccc1Cl)C(=O)O (configuration not stated)	i	i	i	4.8	-9.5	i	i	i	i	10.4	i
OC(CNCc1cccc(Br)c1)c1ccccc1 (configuration not stated)	i	i	i	2.3	-11.5	i	i	i	i	0.4	i
COC(CNC(=O)c1ccc2nc(-c3cccs3)c(-c3cccs3)nc2c1)OC	i	i	i	-0.7	-11.3	i	i	i	i	-20.5	i
COc1ccc(-c2nc3ccc([N+](=O)[O-])cc3[nH]2)cc1	i	i	i	8.3	-12.0	i	i	i	i	-4.7	i
O=C(c1nnc(Cc2ccc(Cl)cc2)o1)N1CCc2ccccc2C1	i	i	i	-7.4	-9.4	i	i	i	i	-8.8	i
O=C(NCCCn1ccnc1)C(=O)c1c[nH]c2ccccc12	i	i	i	-1.5	-16.5	i	i	i	i	-4.0	i

Assay outcomes from PubChem BioAssay.
